V1R ag counter = agonists of human V1a receptor, primary screen, counter-screen for OXTR agonist project, fluorescence, CHO-V1R cells | AID 2797, 2010 | 0.25% of 320,000 active | activation, % at 3 µM | Fluo-8 calcium fluorescence, agonist mode; 0% DMSO, 100% 3 nM vasopressin;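 active = activation above the mean activation of all tested compounds plus 3 SD, per screening run, cut at about 20% in these data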;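 note: signal is peak over basal fluorescence ratio across a 100 second FLIPR read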
Target sequence (P37288 whole entry, looked up): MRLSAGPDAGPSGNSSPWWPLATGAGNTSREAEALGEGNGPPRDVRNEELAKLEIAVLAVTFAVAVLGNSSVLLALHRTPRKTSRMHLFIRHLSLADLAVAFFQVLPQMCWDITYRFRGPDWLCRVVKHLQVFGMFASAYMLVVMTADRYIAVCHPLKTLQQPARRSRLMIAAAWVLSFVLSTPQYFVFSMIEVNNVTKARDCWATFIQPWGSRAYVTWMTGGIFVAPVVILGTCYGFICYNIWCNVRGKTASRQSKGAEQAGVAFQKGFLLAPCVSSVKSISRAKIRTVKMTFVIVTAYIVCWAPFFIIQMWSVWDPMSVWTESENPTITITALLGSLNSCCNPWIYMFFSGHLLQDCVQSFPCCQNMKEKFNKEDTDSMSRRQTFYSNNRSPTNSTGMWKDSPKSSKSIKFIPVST
NALP1 yeast inh = NALP1 inflammasome inhibitors in reconstituted yeast, colorimetric, S. cerevisiae, triplicate retest; S. cerevisiae NALP1/ASC/caspase-1 growth, X-gal OD620, 72 h; inhibition, % at 10 µM; 0.61% of 280,000 active; AID 2071, 2009; in the data active = inhibition mostly above about 24%, no sharp cut-off; inactive = mostly below about 32%; note: some compounds called inactive have numbers as strong as hits
GalR3 antagonist = GalR3 antagonists in HEK293 cells, primary screen, cell-based, fluorescence readout | Galanin receptor type 3 (Homo sapiens), O60755 | inhibition, % at 3 µM | HEK293 GalR3-CNG cAMP membrane potential fluorescence; galR3 body fused to GalR1 C-terminus | 0.44% of 360,000 active;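 active = inhibition above the screen-wide average plus 3 SD, cut at about 13% in these data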;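 note: forskolin and galanin both at EC90 stimulate the cells; cAMP rise reported by CNG channel membrane potential dye signal; 0% = forskolin plus galanin with DMSO and 100% = forskolin alone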
Target sequence (O60755 1-299 limits assumed): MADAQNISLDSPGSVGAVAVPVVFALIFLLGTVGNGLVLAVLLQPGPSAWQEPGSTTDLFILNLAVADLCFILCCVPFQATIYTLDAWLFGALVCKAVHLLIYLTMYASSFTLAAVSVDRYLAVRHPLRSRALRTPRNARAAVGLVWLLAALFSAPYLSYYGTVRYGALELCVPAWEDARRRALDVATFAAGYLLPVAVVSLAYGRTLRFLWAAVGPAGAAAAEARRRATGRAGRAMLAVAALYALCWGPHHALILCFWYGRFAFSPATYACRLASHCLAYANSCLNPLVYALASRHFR
OXTR potentiate = human OXTR potentiators, primary screen, fluorescence, CHO-OTR cells, Fluo-8 calcium | Oxytocin receptor (Homo sapiens), P30559 | Fluo-8 calcium fluorescence, potentiator mode; 0% = oxytocin EC15, 100% = EC100 | activation, % at 3 µM | 0.061% of 320,000 active | AID 2445, 2010;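 active = activation above that plate's cutoff, the mean activation of tested compounds plus 3 SD, cut at about 6.6% in these data, passing the limit was not always enough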;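 note: 100% uses oxytocin at 75 nM as the full agonist control; some results filed as inactive read as strong as hits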
Target sequence (P30559 whole entry, looked up): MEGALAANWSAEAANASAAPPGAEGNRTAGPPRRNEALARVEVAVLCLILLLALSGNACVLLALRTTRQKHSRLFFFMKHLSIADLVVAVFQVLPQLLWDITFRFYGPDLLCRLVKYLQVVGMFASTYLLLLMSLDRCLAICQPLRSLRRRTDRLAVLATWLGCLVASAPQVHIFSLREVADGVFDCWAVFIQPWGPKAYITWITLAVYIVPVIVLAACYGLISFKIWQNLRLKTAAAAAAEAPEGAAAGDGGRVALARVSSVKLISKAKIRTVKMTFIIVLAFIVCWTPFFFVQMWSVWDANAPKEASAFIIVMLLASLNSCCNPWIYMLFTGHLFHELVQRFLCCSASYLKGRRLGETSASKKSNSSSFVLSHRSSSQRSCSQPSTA
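System: human OTR in CHO cells / Also added: sub-maximal oxytocin, roughly EC15 / Control set: EC15 oxytocin low, 75 nM oxytocin high / Schedule: 6 min compound pre-incubation at room temperature, 100 s kinetic read / Compound: single-point 3.0 µM / Replication: singlicate / Technique: Fluo-8 calcium dye fluorescence / Read-out basis: % activation of max/min ratio relative to oxytocin controls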
MEKK2mut PB1 HTS = MEK5 binding signal on mutant MEKK2 PB1, primary screen, biochemical, multiplex bead flow cytometry, Alexa488-MEK5 | percent response, % at 10 µM | 0.35% of 290,000 active | Alexa488-MEK5 binding to MEKK2 mutant | AID 1530, 2009; in the data active = percent response above about 24%, passing the limit was not always enough; note: inactives centre near 1; some results filed as inactive read as strong as hits
PfM18AAP inh = PfM18AAP inhibitors, malaria aminopeptidase, primary screen, biochemical, QFRET, recombinant enzyme. H-Glu-NHMec fluorogenic cleavage. inhibition, % at 7.35 µM. 1.2% of 290,000 active;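 active = inhibition above the campaign mean inhibition over all tested compounds plus 3 SD, cut at about 28% in these data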;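 note: 0% = plate median of test compound wells and 100% = 2 mM ZnCl2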
GPR7 antagonist = GPR7 receptor antagonists, primary screen, cell-based, fluorescence, single concentration | Neuropeptides B/W receptor type 1 (Homo sapiens), P48145 | GPR7-expressing cells, fluorescence antagonist assay | inhibition, % at 4.4 µM | 1.1% of 290,000 active | AID 1861, 2009; in the data active = inhibition above about 16%, passing the limit was not always enough;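 note: cells stimulated with the agonist NPW; 0% = agonist with vehicle and 100% = vehicle without agonist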
MEKK2wt PB1 HTS = modulators of MEK5 binding to wildtype MEKK2, primary screen, biochemical, multiplex bead flow cytometry, Alexa488-MEK5 | Alexa488-MEK5 binding to MEKK2 WT; actives lie on both sides | binding response (% of control), % at 10 µM | Mitogen-activated protein kinase kinase kinase 2 (Homo sapiens), Q9Y2U5 | 1.1% of 290,000 active; in the data active = binding response below about 67% or above about 130%
OXTR ag = human OXTR agonists, primary screen, fluorescence, CHO-OTR cells, Fluo-8 calcium. Oxytocin receptor (Homo sapiens), P30559. Fluo-8 calcium fluorescence; normalized: DMSO 0%, oxytocin 100%. activation, % at 3 µM. 0.32% of 320,000 active;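 active = activation above the mean of all tested compounds plus 3 SD, cutoff set per screening run, cut at about 20% in these data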;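 note: peak over basal fluorescence ratio from a 100 s FLIPR kinetic read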
Starred values were filed as active, the others as inactive; · = no result given.

SMILES	V1R ag counter	NALP1 yeast inh	GalR3 antagonist	OXTR potentiate	MEKK2mut PB1 HTS	PfM18AAP inh	GPR7 antagonist	MEKK2wt PB1 HTS	OXTR ag
Cc1ccc(NS(=O)(=O)c2cccc(C(=O)NNC(=O)c3ccco3)c2)c(C)c1	1.5	·	-0.8	-4.3	·	·	·	·	0.8
CC(C)(C)c1ccc(C(=O)CCC(=O)OCC(=O)NCCc2ccc(S(N)(=O)=O)cc2)cc1	15.5	·	-7.0	-12.3	·	·	·	·	19.8*
CCc1ccc(/C=N/NC(=S)NCCc2ccccc2)cc1	0.2	-3.8	-4.1	-7.5	-5.0	-10.5	-18.0	93.0	-2.4
O=C(COc1cccnc1[N+](=O)[O-])N1CCN(S(=O)(=O)c2ccccc2)CC1	0.2	20.2	-4.8	-1.6	1.0	-1.7	-13.5	109.0	0.5
O=C(c1ccc2oc(CCCc3ccccc3)nc2c1)N1CCCC1	2.2	-1.6	0.4	-2.8	11.0	13.1	-0.5	108.0	-0.1
COC(=O)CCC(=O)Nc1ccc(OC)cc1	1.2	·	-1.2	1.6	8.0	-3.7	-15.0	108.0	0.6
CCN(CC(=O)Nc1ccc2c(c1)OCCO2)C(=O)c1ccc(C)c(S(=O)(=O)N2CCOCC2)c1	-0.5	·	5.1	2.1	·	·	·	·	-1.7
CC(Oc1ccc2ccccc2c1)C(=O)NNC(=O)Nc1ccccc1 (configuration not stated)	·	14.8	-2.1	·	0.0	-13.8	-8.5	102.0	·
FC(F)(F)C1=CC(c2ccc(Br)cc2)=NCCN1	3.0	15.6	-1.8	-9.6	-13.0	10.5	4.4	88.0	2.4
CCN(CC)S(=O)(=O)c1cccc(C(=O)NC(C(=O)NCCc2ccccn2)C(C)C)c1 (configuration not stated)	1.0	·	-6.1	-2.9	·	·	·	·	1.4
O=S1(=O)C=C(N2CCOCC2)c2ccccc21	0.7	-4.2	-3.4	2.3	1.0	-9.3	7.2	104.0	2.3
COC(=O)c1sccc1NC(=O)CSc1ccccc1NS(=O)(=O)c1ccc(F)cc1	2.0	31.9	-3.2	-18.5	0.0	2.2	-8.5	95.0	0.2
CSCCC(NC(=O)OC(C)(C)C)C(=O)NC(CC(C)C)C(N)=O (configuration not stated)	0.0	31.5	0.2	-11.2	13.0	-13.0	3.0	105.0	3.2
COc1ccc2nc(SCC(=O)Nc3ccc(S(=O)(=O)Nc4onc(C)c4C)cc3)[nH]c2c1	1.0	9.0	3.5	-1.0	-13.0	7.1	0.7	106.0	0.0
O=C(CSc1ccccc1)Nc1ccc(-c2nc3ccccc3[nH]2)cc1	1.5	37.9	-2.0	-3.1	-4.0	3.5	-7.2	86.0	-2.9
Cc1cccc(NC(=O)Cn2c([N+](=O)[O-])cnc2C)c1C	-0.9	27.9	·	0.2	1.0	-4.1	-10.3	112.0	-0.6
COC(C(=O)N1CCC(CCC(=O)Nc2ccccc2)CC1)c1ccccc1 (configuration not stated)	1.7	3.4	-1.0	1.0	8.0	-11.3	-14.6	110.0	-0.6
Cc1ccccc1/C=N/Nc1nc2ccccc2[nH]1	-0.2	2.5	-0.6	-2.2	-13.0	19.3	-17.6	104.0	-2.6
COc1ccc(NC(=O)c2cccnc2N2CCOCC2)cc1	0.3	-3.8	0.5	-2.4	-1.0	-17.6	-8.0	102.0	1.7
COc1cc(OC)c(S(=O)(=O)Nc2ccccc2N2CCOCC2)cc1NC(C)=O	0.3	-4.1	-9.4	-7.7	-2.0	-5.7	-3.8	107.0	1.1
Cc1cc(OCC(O)CN2CCN(c3ccccn3)CC2)cc(C)c1Cl (configuration not stated)	2.8	2.2	-13.3	-11.0	10.0	1.1	-4.0	118.0	0.6
COc1cc(OC)cc(-c2c(-c3cccs3)c3cc(-c4ccc(C(N)=O)cc4)ccc3n2C)c1	2.4	·	-4.3	12.9*	·	·	·	·	2.5
CCOC(=O)C1CCN(c2nc3ccccc3nc2C(C#N)C(=O)OC(C)C)CC1 (configuration not stated)	0.3	-21.0	-0.5	-0.1	2.0	-5.5	7.8	99.0	0.5
COC(=O)c1[nH]c2c(c1C)C(=O)CC(c1ccc(C)cc1)C2 (configuration not stated)	1.4	19.2	-2.6	-10.9	14.0	-2.7	17.0	100.0	2.3
COc1ccc(-c2cc(-c3n[nH]c(=S)n3-c3ccccc3Cl)[nH]n2)cc1	0.2	6.5	4.3	6.0	-3.0	0.5	-18.1	97.0	0.7
COc1cc(C2CC(c3ccccc3)=NN2c2ccccc2)ccc1OCC(=O)O (configuration not stated)	0.1	8.6	-3.9	-4.8	-6.0	1.5	-11.2	99.0	0.4
CC1(c2ccccc2Cl)NC(=O)N(CC(=O)N2CCc3ccccc32)C1=O (configuration not stated)	0.7	·	-7.7	-6.4	·	·	·	·	0.0
CC(C)n1cc(CN2CCCC(C(=O)Nc3cccc(-c4cc5ccccc5[nH]4)c3)C2)cn1 (configuration not stated)	25.9*	35.8	-1.6	-13.9	22.0	7.0	26.8*	180.0*	24.4*
c1csc(C2Nc3cccc4cccc(c34)N2)c1	0.4	26.7	-0.9	0.8	4.0	-17.9	-1.5	97.0	0.9
COc1ccc(S(=O)(=O)N2CCC(C(=O)NCCCN3CCOCC3)CC2)cc1	0.3	10.2	-7.4	-4.6	-1.0	-1.8	4.7	101.0	-0.2
Cc1cc2oc(=O)c(CC(=O)NCCCO)c(C)c2c2occ(C(C)(C)C)c12	4.7	-2.5	-8.4	-6.3	5.0	2.1	-18.5	104.0	-0.2
Cc1cc(C)nc(-n2nc(C)c3c(C(=O)O)cc(-c4cccc(Br)c4)nc32)n1	0.4	·	-3.5	-2.7	5.0	5.3	-7.2	104.0	-1.2
CCOC(=O)c1ccc(NC(=O)CC2Sc3ncnn3C2=O)cc1 (configuration not stated)	0.2	93.3*	0.1	-11.1	-2.0	23.5	-14.5	101.0	0.1
COc1cc2c(cc1OC)CN(CC(=O)Nc1ccccc1C(=O)NC1CC1)CC2	-0.1	·	1.4	2.4	·	·	·	·	-1.4
CN(C)/C=C1\SC(=S)N(c2ccc(F)cc2)C1=O	-0.2	·	-5.1	2.9	-2.0	-10.4	-16.2	99.0	0.6
CCOc1ccc(NC(=O)CN(C)C(=O)c2c(C)nn(-c3ccccc3)c2Cl)cc1OCC	-0.8	·	-2.0	-4.6	·	·	·	·	-1.2
Cc1ccccc1C(=O)NC1CCN(CC(=O)NCc2cccs2)CC1	-0.4	-5.0	-8.0	-6.7	4.0	5.5	-7.2	97.0	0.3
COc1ccccc1C(=O)NCC(=O)OCC(=O)N(CC(C)C)c1c(N)n(Cc2ccccc2)c(=O)[nH]c1=O	-0.4	·	-4.0	1.9	·	·	·	·	1.8
CC(/C=N/NC(=O)c1ccc2nc(C)[nH]c2c1)=C\c1ccccc1	0.1	13.4	-3.1	-3.1	0.0	3.0	0.9	98.0	0.6
CSCC[C@H](NC(=O)c1ccc(Cl)c([N+](=O)[O-])c1)c1nc2ccccc2[nH]1	5.2	·	-11.2	-4.6	-1.0	5.8	1.0	104.0	4.4

A draw from above in order of SMILES length, lowest first.
SMILES	V1R ag counter	NALP1 yeast inh	GalR3 antagonist	OXTR potentiate	MEKK2mut PB1 HTS	PfM18AAP inh	GPR7 antagonist	MEKK2wt PB1 HTS	OXTR ag
CC(/C=N/NC(=O)c1ccc2nc(C)[nH]c2c1)=C\c1ccccc1	0.1	13.4	-3.1	-3.1	0.0	3.0	0.9	98.0	0.6
COc1ccc(-c2cc(-c3n[nH]c(=S)n3-c3ccccc3Cl)[nH]n2)cc1	0.2	6.5	4.3	6.0	-3.0	0.5	-18.1	97.0	0.7
CCOc1ccc(NC(=O)CN(C)C(=O)c2c(C)nn(-c3ccccc3)c2Cl)cc1OCC	-0.8	·	-2.0	-4.6	·	·	·	·	-1.2
COc1cc(OC)cc(-c2c(-c3cccs3)c3cc(-c4ccc(C(N)=O)cc4)ccc3n2C)c1	2.4	·	-4.3	12.9*	·	·	·	·	2.5
COc1ccccc1C(=O)NCC(=O)OCC(=O)N(CC(C)C)c1c(N)n(Cc2ccccc2)c(=O)[nH]c1=O	-0.4	·	-4.0	1.9	·	·	·	·	1.8

(more compounds)
SMILES	V1R ag counter	NALP1 yeast inh	GalR3 antagonist	OXTR potentiate	MEKK2mut PB1 HTS	PfM18AAP inh	GPR7 antagonist	MEKK2wt PB1 HTS	OXTR ag
COC(=O)c1ccc(NS(=O)(=O)c2cc(C)ccc2OC)cc1	3.4	3.7	2.6	-4.9	1.0	-6.4	2.2	101.0	1.1
C=CCSc1cc(C)nc2c(-c3ccccc3)c(C)nn12	-1.8	·	-5.4	0.3	2.0	0.3	-14.6	104.0	-2.8
Cc1ccc(-c2noc(CCC(=O)NC3CCCC3)n2)cc1	5.4	6.8	-6.6	-8.2	0.0	-1.0	-1.1	100.0	3.0
O=C(N/N=C\c1ccc(CNS(=O)(=O)c2ccccc2)o1)C(=O)Nc1ccc(F)cc1	4.6	19.7	-4.9	-7.3	0.0	0.6	-4.8	102.0	5.3
O=C(NCCOc1ccccc1)C1CCC(=O)N(CCc2ccccn2)C1 (configuration not stated)	0.0	10.8	-11.2	-8.3	5.0	7.9	-15.4	110.0	1.3
CCOc1ccc(OCCCCNCCN)cc1	0.3	-8.5	·	-3.5	·	18.2	1.4	·	-0.3
Cc1ccc(-c2cc(C(=O)NCCc3ccc(S(N)(=O)=O)cc3)c3ccccc3n2)cc1	2.4	11.7	1.2	-12.0	-6.0	-3.2	3.9	96.0	1.1
CCOC(=O)N1CCN(C(=O)c2cccc(S(=O)(=O)Nc3ccccc3Cl)c2)CC1	-0.1	·	0.7	4.3	·	·	·	·	0.3
CCOc1ccc(NC(=S)NC(=O)/C=C/c2ccco2)cc1	-0.5	-36.7	-10.9	-1.8	4.0	-0.6	-3.6	97.0	-1.8
O=c1cc(-c2ccc(Cl)c(Cl)c2)[nH][nH]1	1.9	-6.8	-7.1	-12.7	6.0	9.0	4.9	97.0	-0.2
CCN(Cc1ccccc1)C(=O)CSc1ccccc1C(=O)O	0.1	-6.7	-5.3	-3.9	1.0	2.4	-4.2	99.0	-0.5
O=C(Nc1nnc(SCc2ccccc2F)s1)c1ccco1	1.2	25.1	-3.2	-8.6	1.0	5.6	-1.6	98.0	-0.9
CN(Cc1ccco1)C(=O)Cn1nc(-c2ccc(Cl)cc2)ccc1=O	-0.4	10.1	-5.3	-6.3	7.0	-0.9	-17.3	102.0	-1.1
Cc1cc(NC(=O)Nc2ccccc2Cl)no1	0.4	25.8	-7.5	-15.6	3.0	-11.1	-1.6	107.0	0.0
CCC(CC)NC(=O)CON=C1c2ccccc2-c2ccccc21	-1.2	22.4	1.2	-3.4	0.0	-6.3	-11.4	107.0	-1.6
CCN1CCN(S(=O)(=O)c2ccc(C)c([N+](=O)[O-])c2)CC1	0.2	15.9	-2.5	-6.4	8.0	7.6	14.8	101.0	-0.3
